Compound activity from PubChem.
VIM-2 inhibitor: inhibitors of Pseudomonas aeruginosa VIM-2 metallo-beta-lactamase; purified VIM-2, nitrocefin hydrolysis, epi-absorbance fluorescence; inhibition, % at 5.6 µM; AID 1527; hit rate 0.89% among 290,000;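 active = inhibition above the mean of all tested compounds plus 3 SD, cutoff set per screening run, cut at about 7.5% in these data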;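 note: red hydrolysis product quenches plate fluorescence so inhibitors raise well fluorescence; 0% = enzyme with DMSO and 100% = DMSO without enzyme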
IMP-1 inh: inhibitors of Pseudomonas aeruginosa IMP-1 metallo-beta-lactamase; AID 1556; inhibition, % at 5.6 µM; hit rate 0.45% among 290,000; purified IMP-1, nitrocefin hydrolysis, epi-absorbance fluorescence;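 active = inhibition above the mean plus 3 SD of all compounds in the same screening run, cut at about 4.5% in these data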;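 note: 0% = IMP-1 with DMSO and 100% = DMSO wells lacking enzyme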
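System: purified IMP-1 / Input: IMP-1 dispensed at 0.2 nM / Medium: 50 mM HEPES pH 7.1, 50 µM ZnSO4, 0.05% Brij 35 / Timing: 15 min enzyme–compound preincubation, then 25 min nitrocefin reaction, 25 °C / Technique: plate fluorescence quenching by hydrolysis product, ex 480/em 530 nm / Repeats: singlicate testing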
MEKK3 PB1 HTS: modulators (inhibitors or enhancers) of MEK5 binding to human MEKK3 PB1 domain; Q99759; bead-based flow cytometry, Alexa488-MEK5 binding to MEKK3; actives lie on both sides; 0 = blocked by unlabeled MEK5, 100 = vehicle; binding response (% of control), % at 10 µM; hit rate 1.4% among 290,000;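 active = binding response more than 3 SD above or below the average of its plate-row segment, actives on both sides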;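 note: Alexa488 bead fluorescence after subtracting the streptavidin-only scavenger bead signal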
PHOSPHO1 block: blocks human PHOSPHO1 phosphatase activity | Q8TCT1 | recombinant PHOSPHO1, absorbance phosphatase assay | inhibition, % at 13.3 µM | hit rate 1.1% among 290,000 | AID 1565; in the data active = inhibition above about 60%
IDE act: IDE (human) activation, cell-based; P14735; HEK cells, FAbeta-B cleavage, fluorescence polarization; 0% vehicle, 100% cell-free pure enzyme wells; activation, % at 5.96 µM; hit rate 0.073% among 340,000; AID 493087;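 active = activation above the mean of all tested compounds plus 3 SD, set per screening campaign, cut at about 17% in these data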
pCIP destab: lowers stability of the mouse p/CIP coactivator protein; F442A p/CIP-EGFP cells, EGFP fluorescence, 16 h; decrease of EGFP signal, % at 10 µM; hit rate 0.01% among 290,000; AID 1984;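 active = EGFP signal decrease of at least 30% at 10 µM or well 3 SD below plate mean, unless failing retest; inactive = the rest, including hits failing retest or dose response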; note: some compounds called inactive have numbers as strong as hits; many of its hits are not listed in these tables
Target sequence (Q05BA5 1-1403): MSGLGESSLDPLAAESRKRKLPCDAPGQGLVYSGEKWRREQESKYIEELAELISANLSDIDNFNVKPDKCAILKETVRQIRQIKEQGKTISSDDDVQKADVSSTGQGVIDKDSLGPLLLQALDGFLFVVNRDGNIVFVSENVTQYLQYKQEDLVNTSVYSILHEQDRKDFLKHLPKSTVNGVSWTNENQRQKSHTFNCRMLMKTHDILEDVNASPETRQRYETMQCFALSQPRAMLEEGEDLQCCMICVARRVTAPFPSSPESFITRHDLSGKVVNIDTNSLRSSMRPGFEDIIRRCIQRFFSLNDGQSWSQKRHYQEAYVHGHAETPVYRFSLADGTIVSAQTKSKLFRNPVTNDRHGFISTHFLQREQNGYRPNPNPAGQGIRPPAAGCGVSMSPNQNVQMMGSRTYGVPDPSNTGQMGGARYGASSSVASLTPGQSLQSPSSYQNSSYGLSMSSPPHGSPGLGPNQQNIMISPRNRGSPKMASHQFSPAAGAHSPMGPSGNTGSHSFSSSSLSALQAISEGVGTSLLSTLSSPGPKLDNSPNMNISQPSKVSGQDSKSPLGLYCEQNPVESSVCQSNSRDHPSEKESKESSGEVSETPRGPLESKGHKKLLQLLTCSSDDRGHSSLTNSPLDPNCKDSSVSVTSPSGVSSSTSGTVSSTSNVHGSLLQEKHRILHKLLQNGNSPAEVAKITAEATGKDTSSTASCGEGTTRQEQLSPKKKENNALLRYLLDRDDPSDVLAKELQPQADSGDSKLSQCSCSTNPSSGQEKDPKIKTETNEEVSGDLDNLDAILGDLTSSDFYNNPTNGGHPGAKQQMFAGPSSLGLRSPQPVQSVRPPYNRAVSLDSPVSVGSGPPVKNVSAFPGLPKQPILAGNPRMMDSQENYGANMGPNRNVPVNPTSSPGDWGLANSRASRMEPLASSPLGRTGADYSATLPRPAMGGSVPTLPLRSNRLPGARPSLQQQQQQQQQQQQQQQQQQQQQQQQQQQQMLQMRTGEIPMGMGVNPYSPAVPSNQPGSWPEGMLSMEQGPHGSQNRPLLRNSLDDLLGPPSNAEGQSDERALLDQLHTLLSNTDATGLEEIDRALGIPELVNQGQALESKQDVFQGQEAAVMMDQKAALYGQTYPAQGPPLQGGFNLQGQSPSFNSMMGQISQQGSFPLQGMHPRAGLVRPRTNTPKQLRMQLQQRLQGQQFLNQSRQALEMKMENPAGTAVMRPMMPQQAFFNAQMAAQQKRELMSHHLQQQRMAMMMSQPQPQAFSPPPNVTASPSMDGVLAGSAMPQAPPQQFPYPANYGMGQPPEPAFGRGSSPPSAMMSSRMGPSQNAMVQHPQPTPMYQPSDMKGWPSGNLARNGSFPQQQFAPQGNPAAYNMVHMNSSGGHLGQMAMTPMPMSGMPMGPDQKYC
NS3 helicase inh: HCV NS3 helicase inhibition; NS3 helicase DNA unwinding, Cy5 molecular beacon fluorescence; AID 1800; hit rate 0.56% among 290,000; inhibition, % at 10.9 µM;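 active = inhibition above the mean of all tested compounds plus 3 SD, set per campaign, cut at about 35% in these data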;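 note: 0% = DMSO wells and 100% = thioflavine S control wells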
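System: Hepatitis C virus NS3 helicase domain fragment enzyme | Reagent: Annealed dual-labelled DNA beacon duplex, ATP-started | Compound dosing: 10.9 µM single point, 0.8% DMSO | Incubation: 1 h reaction at 25 °C, ATP-initiated | Technique: Cy5 fluorescence | Evaluation: Percent inhibition from t60/t0 fluorescence ratio | Benchmarks: Low DMSO, high thioflavine S at 110 µM | Replication: Singlicate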
FID counter: displaces DNA intercalator in HCV helicase counter-screen | DNA fluorescent intercalator displacement, fluorescence | inhibition, % at 7.9 µM | hit rate 0.17% among 290,000 | AID 1845; in the data active = inhibition above about 37%;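 note: 0% = vehicle and 100% = reference compound; higher means more ethidium bromide displaced from hairpin DNA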
SUMO HTRF inh: SUMOylation inhibition. inhibition, % at 35 µM. AID 2006. HTRF SUMOylation assay, SAE1/SAE2 + UBC9, in vitro. hit rate 0.36% among 290,000; in the data active = inhibition above about 50%, passing the limit was not always enough; note: strong numbers were not always called active
* hit, by the source's call; . = not tested or not shown. Only part of the results is shown. The share of hits here may be higher or lower than overall.

mol	VIM-2 inhibitor	IMP-1 inh	MEKK3 PB1 HTS	PHOSPHO1 block	IDE act	pCIP destab	NS3 helicase inh	FID counter	SUMO HTRF inh
COCCNc1nc(N)c([N+](=O)[O-])c(Nc2ccc(F)cc2)n1	-3.5	-3.1	103.0	42.0	2.8	-10.7	10.3	-4.9	9.2
O=C(Cc1ccccc1)Nc1ccc(SC(F)F)cc1	-0.1	-1.2	102.0	1.6	-1.0	5.8	0.4	6.2	-13.6
CC(C)N1CC(C(=O)Nc2ccc(Br)c(Cl)c2)CC1=O (stereo not given)	-0.8	-1.6	104.0	0.9	-4.7	1.5	2.3	-10.2	7.4
CC(CCc1ccccc1)NS(=O)(=O)c1ccccc1 (stereo not given)	-2.3	-0.3	100.0	37.9	3.2	-9.9	4.0	-16.3	0.8
Clc1ccc(NCc2cccnc2)cc1	-2.2	-2.6	97.0	9.8	4.7	-0.9	3.8	-5.0	3.0
CC(C)Cn1c(-c2ccccc2)nc(=S)c2c1CCCC2	0.3	-3.2	105.0	-19.9	2.0	-4.3	-5.2	-8.2	13.2
O=C(Nc1ccccc1C(=O)N1CCCC1)c1cccc(S(=O)(=O)N2CCCCCC2)c1	-3.7	-2.0	102.0	15.7	-1.8	-2.8	-10.9	-27.9	-4.1
O=C(/C=C/c1ccc(Br)o1)NCCCN1CCOCC1	-0.4	-3.0	100.0	24.4	5.1	-1.5	5.0	-0.3	-1.2
CCC1(C)Cc2c(sc3nnn(CC(=O)Nc4cccc5ccccc45)c(=O)c23)CO1 (stereo not given)	-0.6	-1.6	98.0	6.0	4.9	-1.7	-3.7	-8.3	-8.0
O=C1NC2(NN1c1ccccc1)C1CC3CC(C1)CC2C3 (stereo not given)	-0.3	-3.8	103.0	-2.1	2.4	4.7	-11.4	-8.2	-9.1
O=C(Cn1cc2c(n1)CCCC2)NCC1CCCO1 (stereo not given)	-3.6	-5.3	92.0	0.3	2.6	-4.5	0.9	-4.7	10.6
COc1ccc(NC(=S)Nc2cc(C(F)(F)F)ccc2F)cc1	-0.7	-2.0	104.0	20.0	1.9	-11.0	11.9	-0.1	6.8
O=C(Cn1nnc(-c2ccccc2)n1)NNC(=O)c1ccccc1	-3.2	-5.1	98.0	15.9	5.1	-7.3	3.6	-3.9	0.7
CC1=C(C(=O)NC(C)CCc2ccccc2)C2(CCC(C)CC2)OC1=O (stereo not given)	0.6	-3.1	105.0	9.1	4.2	-6.7	4.7	-32.3	12.3
CN(CC(=O)Nc1ncn[nH]1)S(=O)(=O)c1ccc(Cl)cc1	-4.1	-2.3	105.0	27.9	-2.3	4.9	9.6	-3.9	-14.7
Cc1ccccc1C1CC(c2ccccc2OC(F)F)Nc2ncnn21 (stereo not given)	-1.9	-1.1	90.0	-31.3	5.3	-7.5	-12.2	-28.5	25.4
CC(C)(C)c1ccc(-c2nnc(NC(=O)c3ccccc3)s2)cc1	-5.3	-3.1	97.0	28.3	-1.8	-8.3	6.3	2.5	-13.0
O=C(CCS(=O)(=O)c1cccc2nsnc12)NCc1ccccc1	-1.0	-3.9	95.0	-1.2	4.7	4.7	-3.1	-2.6	2.3
CCOCc1cc(CN2CCCC(CNC(=O)c3ccco3)C2)ccc1OC (stereo not given)	-1.7	-1.4	99.0	22.6	1.8	-3.0	-3.9	-2.3	9.7
O=C(NNC1=NCCC1)c1ccc(Br)cc1	-5.1	-4.8	94.0	1.9	-1.5	8.6	2.9	-2.9	3.0
C/C(CC(C)C)=N\NC(=O)Nc1ccccc1	-3.7	-1.2	102.0	8.4	3.3	-2.0	3.0	-4.1	-3.4
O=C(NCc1cn(-c2ccccc2)nc1-c1ccc(F)cc1)c1cccc([N+](=O)[O-])c1	-2.2	3.8	97.0	16.7	3.8	8.3	-3.3	4.4	-22.9
Cc1c(NC(=O)c2ccc(Br)o2)c(=O)n(-c2ccccc2)n1C	-2.3	-2.5	102.0	-7.5	0.4	-0.1	-0.8	-6.1	21.2
CCc1ccc(NC(=O)Cn2cc([N+](=O)[O-])nc2C)cc1	-0.8	-4.3	100.0	30.2	2.8	-12.4	-11.7	3.7	6.1
COc1ccc(C(C(=O)NC2CCCCC2)N(C(=O)CCl)c2ccc(C)cc2)cc1 (stereo not given)	-5.5	-4.1	102.0	-40.8	4.2	-9.0	-12.5	-12.2	0.9
O=C(CSCc1ccccc1)Nc1ccc(S(=O)(=O)N2CCOCC2)cc1	-1.9	0.7	103.0	42.0	3.7	-7.2	7.4	-2.7	-4.8
COc1cc(-c2nc(-c3ccc4c(c3)-c3ccccc3S4(=O)=O)c(-c3ccccc3)[nH]2)cc(OC)c1O	-2.7	-4.6	116.0	10.8	-0.7	-12.0	11.4	-9.9	3.0
CCN(CC)S(=O)(=O)c1cccc(C(=O)N[C@H](C(=O)Nc2nc3ccccc3s2)C(C)C)c1	-2.5	-2.6	94.0	-3.4	-4.4	-7.6	1.4	-3.1	-8.5
C=CCOc1cccc(C2C(C(=O)c3ccco3)=C(O)C(=O)N2CCN(CC)CC)c1 (stereo not given)	-3.8	-1.0	103.0	-11.0	3.7	-4.6	9.9	2.7	12.6
Cc1ccc(S(=O)(=O)NNC(=O)c2cnn(-c3ccccc3)c2C(F)(F)F)cc1	-1.7	-2.8	100.0	12.9	2.3	-11.6	4.0	-15.0	-4.5
CCS(=O)(=O)N1N=C(c2ccccc2)CC1c1ccc2nccnc2c1 (stereo not given)	-2.6	-2.3	91.0	-16.3	-2.5	-11.6	-5.0	-6.6	23.4
C#CCOCCOCCOCCNc1nc(N2CCN(C(=O)[C@H]([C@@H](C)CC)n3cc(CCC(=O)O)nn3)CC2)nc(N2CCN(C(=O)[C@H](C)n3cc(CCCN=C(N)N)nn3)CC2)n1	-2.6	-2.8	96.0	3.7	-2.8	-3.7	0.8	-36.0	-10.5
Cc1ccc(Cn2cnc3c(nnn3Cc3ccc(Cl)cc3)c2=O)cc1	-3.1	-3.1	96.0	46.1	5.7	-10.3	3.3	-2.9	5.6
CCN(CCNC(=O)CN(C)S(=O)(=O)c1cccc2nsnc12)c1ccccc1	-5.0	-4.2	100.0	64.4*	-2.1	3.7	0.5	-14.6	-2.4
CCOc1ccc(NC(=S)NC(=O)c2cnn(CC)c2)c([N+](=O)[O-])c1	1.2	1.2	97.0	.	1.5	0.7	4.7	-9.8	1.4
O=C(CSc1nnc(-c2ccncc2)n1-c1ccc(Cl)cc1)N1CCOCC1	-2.1	-0.7	99.0	-22.1	3.3	1.0	-11.3	-16.6	18.3
COc1ccc(C(=O)NNC(=S)NC(=O)c2ccc(Br)o2)cc1OC	-0.8	-2.2	108.0	-68.3	8.6	-16.1	1.8	-5.4	7.6
O=C(Nc1cccc([N+](=O)[O-])c1)C(=O)N1CCCCC1	1.2	-0.1	88.0	-1.3	-4.1	0.3	-1.1	-0.2	3.2
O=C(NCc1ccco1)c1cccc(Br)c1	-3.0	-1.9	108.0	8.5	0.4	-2.4	7.3	-2.3	6.3
Cc1ccc(NC(=O)Nc2cccc([N+](=O)[O-])c2)nc1	0.8	-2.4	100.0	-28.8	2.5	6.3	6.7	3.4	7.1
CC(C)(C)c1ccc(OC(=O)c2ccc(-n3cncn3)nc2)cc1	-5.5	-3.8	107.0	35.8	.	1.2	-6.2	-7.1	15.2
COc1ccc(CNC(=O)CCc2nc3cc(S(=O)(=O)N(C)C)ccc3n2C)cc1OC	0.3	0.3	.	8.8	-2.9	21.9	3.4	-13.0	-4.9
O=[N+]([O-])c1ccccc1S(=O)(=O)N(CC1CO1)c1ccccc1 (stereo not given)	0.8	0.8	99.0	27.5	5.3	-7.8	3.6	0.6	12.3
COc1cc(/C=N/NC(=O)CCN2CCCCC2)ccc1O	0.9	-0.4	99.0	24.5	2.7	12.0	-4.7	-3.4	-7.3
O=S(=O)(Nc1ccccc1O)c1ccc(Cl)nc1	-3.0	-3.0	101.0	37.1	5.3	-1.6	-12.8	-1.1	-11.3
COc1ccc(NC(=O)NNC(=O)c2ccc3ccccc3c2O)cc1OC	-7.8	-2.3	100.0	7.7	7.0	-33.9	-4.7	-12.1	-5.9
Fc1cccc(Cl)c1CSc1ccc(-c2cccnc2)nn1	-2.0	-3.2	95.0	-20.0	-8.8	-4.0	-0.8	-20.2	11.3
CN(CCCNC(=O)c1ccc(CS(=O)c2ccc(Br)cc2)o1)Cc1ccccc1 (stereo not given)	-4.5	-0.9	101.0	36.8	-0.4	2.9	4.5	13.1	4.2
CCc1nnc(NC(=O)CSc2nnc(CNc3ccc(F)cc3)n2C2CCCCC2)s1	-1.3	-2.4	104.0	48.5	-2.8	-3.9	-9.4	-9.8	29.1
CN(C)c1ccc(N2CN=C3SCC(=O)N3C2)cc1	-1.1	0.1	108.0	25.7	4.3	-2.9	59.1*	7.4	-40.1
CCCCCCCCCn1c2c(c(=N)c3c1CCC3)CCCC2	-2.0	-2.6	110.0	15.8	.	-36.7	-67.1	24.0	2.8
COc1ccc(Cl)cc1S(=O)(=O)N1CCCC(C(=O)NCc2ccccc2)C1 (stereo not given)	-2.3	-0.7	102.0	.	1.4	-8.8	-12.6	-28.2	-5.1
Cc1nc(N)c(CC(Br)CBr)c(Cl)n1 (stereo not given)	-2.8	-3.7	102.0	7.6	4.9	-1.2	-7.9	-3.2	5.1
COc1ccc(NC(=S)N(CCCN2CCCC2)Cc2cccn2Cc2ccc(Cl)cc2)cc1Cl	-2.2	-0.1	115.0	-32.1	1.0	-9.4	-74.9	28.4	-1.6
COc1ccc(NC(=O)COC(=O)C2CCC(C(C)(C)C)CC2)c([N+](=O)[O-])c1 (stereo not given)	-3.1	-0.7	109.0	-18.9	-0.7	2.6	-10.5	-1.1	-15.1
C=C(C)CC1N(c2cccc(OC)c2)C(=O)[C@@H]2C(C(=O)O)[C@H]3C=C[C@@]12O3 (stereo not given in full)	0.3	-2.4	102.0	-1.6	-0.9	-2.2	3.4	-9.3	10.3
Cc1cc(NC(=O)c2nn3cccnc3c2Cl)no1	-6.0	-1.6	99.0	12.8	-1.2	4.0	2.3	0.6	4.2
Cc1cccc(OCc2nnc(NC(=O)c3cccs3)s2)c1	-1.3	-1.7	93.0	-2.7	-3.1	-2.0	7.2	-2.0	5.4

Random excerpt: 2 compounds from above
mol	VIM-2 inhibitor	IMP-1 inh	MEKK3 PB1 HTS	PHOSPHO1 block	IDE act	pCIP destab	NS3 helicase inh	FID counter	SUMO HTRF inh
O=[N+]([O-])c1ccccc1S(=O)(=O)N(CC1CO1)c1ccccc1 (stereo not given)	0.8	0.8	99.0	27.5	5.3	-7.8	3.6	0.6	12.3
CN(C)c1ccc(N2CN=C3SCC(=O)N3C2)cc1	-1.1	0.1	108.0	25.7	4.3	-2.9	59.1*	7.4	-40.1
